CD40 NFkB inh: CD40 pathway inhibition in BL2 cells; 83,000 compounds, 0.94% hits; BL2 NF-kB luciferase reporter, CD40L-induced, 4 h; inhibition, % at 10 µM;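 active means mean inhibition of at least 50% with a set share of replicates also reaching that level; inconclusive means no clear call, values can overlap the other calls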;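 further: 0% = neutral control wells and 100% = IKK inhibitor VII at 50 µM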
Numbers without * were called inactive; ? = inconclusive; & = joins results of further samples; [ ] = another dose, or the depositor's remark. This is a subset, so the mix of outcomes need not match the whole.

CD40 NFkB inh	Compound
-8	O=C(COC(=O)C1CCN(S(=O)(=O)c2cccs2)CC1)Nc1ccc(F)c(F)c1F
6	Cc1cccc(COC(=O)CCCNC(=O)c2ccc(Cl)cc2)c1
2[25 µM]	CCCNC(=O)C[C@@H]1C[C@@H]2c3cc(NC(=O)COC)ccc3O[C@@H]2[C@@H](CO)O1
0	ClCCN1C2=NCCCN2c2ccccc21
-10	CCCCn1c(N)c(N(CCOC)C(=O)COC(=O)COc2c(C)cc(C)cc2C)c(=O)[nH]c1=O
0	COC(=O)c1cc(S(=O)(=O)NCC(C)c2ccccc2)cn1C (stereo not given)
3	CC1COc2ccccc2N1C(=O)c1cccnc1Cl (stereo not given)
2[25 µM]	C[C@H]1CN([C@@H](C)CO)C(=O)c2cc(/C=C/c3ccccc3)cnc2O[C@@H]1CN(C)S(=O)(=O)c1ccccc1F
15	CCN(c1ccccc1)S(=O)(=O)c1cc(C(=O)NCc2ccccn2)ccc1C
-16[25 µM]	COc1ccc(C#Cc2ccc([C@@H]3[C@H]4CN(C(=O)c5ccncc5)CCCCN4[C@H]3CO)cc2)cc1
-19	CN(C)C(CNc1ncnc2sccc12)c1ccccc1 (stereo not given)
-6	Cc1ccc(NC(=O)C2=NNC(=O)CC2)cc1S(=O)(=O)Nc1ccc(SC(F)F)cc1
-3	O=C(CC1C(=O)N(c2ccc(F)cc2)C(=O)N1Cc1ccccn1)Nc1ccccc1 (stereo not given)
4	CC(C)CCNc1nc2c(cc1C#N)COC(C)(C)C2
-3	NS(=O)(=O)c1ccc(F)c(C(=O)O)c1
12[25 µM]	CCN1[C@@H]2c3ccc(-c4ccncc4)c(=O)n3C[C@@H]2[C@@H](CO)[C@@H]1C(=O)Nc1ccccc1
4	CN(C(=O)C1CCCO1)C1CCS(=O)(=O)C1 (stereo not given)
10	Cc1scc(C(=O)N2CCN(S(C)(=O)=O)CC2)c1-c1ccccc1
-1	CCc1nc2c(OCC3CCCCC3)cccn2c1N(C)C(=O)c1ccc(OC)cc1
-12	CC(C)(C)/C(COc1ccccc1[N+](=O)[O-])=N/O
-17	N#Cc1sc2nc(C3CC3)cc(-c3ccccc3)c2c1N
11	O=C(NCc1nnnn1-c1cccc(F)c1)c1ccc(S(=O)(=O)N2CCOCC2)cc1
7	O=C(Nc1cc(F)ccc1F)N1CC(=O)N2[C@H](CO)[C@@H](c3ccc(C#CC4CCCC4)cc3)[C@@H]2C1
1[25 µM]	COc1cccc(CN2CC3(CCN(C)CC3)c3c([nH]c4cc(OC)ccc34)[C@@H]2CO)c1
-9[25 µM]	CC=Cc1ccc2n(c1=O)C[C@H]1[C@H](CO)[C@@H](C(=O)N[C@H](C)c3ccccc3)[C@@H]2N1Cc1cncnc1 (mixture of isomers)
16	Cc1cc(C)c(C(=O)N2CCC(N3CCC(C(=O)NC(C)C)CC3)CC2)o1
5	CCCCN1C(=O)C(=O)N(CC(=O)c2cc(C)n(-c3cc(C)on3)c2C)C1=O
-11	CC(=O)c1cccc(NC(=O)NC2CCCc3ccccc32)c1 (stereo not given)
8	COc1cc2sc(C)nc2c2sccc12
-88	O=C(Nc1ccc2nc(-c3ccco3)[nH]c2c1)c1cccs1
2[25 µM]	C[C@@H]1CN([C@@H](C)CO)C(=O)CCCn2nncc2CO[C@@H]1CN(C)C(=O)Nc1ccccc1C(F)(F)F
-88	C/C(=N\NC(=O)c1cccc(Cl)c1)C1C(=O)c2ccccc2C1=O
6	O=C(Nc1ncccn1)C1CCCN1S(=O)(=O)c1ccc(Cl)c(Cl)c1 (stereo not given)
5	CCOC(=O)c1cc(NC(=O)OC)c(C)nc1C
-4	O=C(CN1CCN(Cc2ccccc2)CC1)NNC(=O)c1ccc(Cl)cc1
8	O=C(NNC(=O)c1ccccc1F)c1ccc(-n2cncn2)c([N+](=O)[O-])c1
5	Cc1cccc(CCN=C(N)NS(=O)(=O)c2ccccc2)c1
8[25 µM]	O=C(O)/C=C/c1ccc(Cn2ccnc2)cc1
4	CCN(CC(=O)Nc1ccccc1C(F)(F)F)C(=O)c1ccc2c(c1)NC(=O)CS2
-4	Cc1ccc(SCc2cc(=O)[nH]c(N3CCCCC3)n2)cc1
-11	O=C(Nc1ccccc1)c1ccc2c(c1)CCN2S(=O)(=O)c1ccccc1
0	CC(C)N1CCOC1c1ccccc1 (stereo not given)
-6	O=C(CCCN1CC=C(n2c(=O)[nH]c3ccccc32)CC1)c1ccc(F)cc1
3	CSc1nc2nccc(/C=C\c3ccccc3)n2n1
0	CCOC(=O)c1c(C)c(C(=O)OCC)n(C)c1C
-19	Cc1nnsc1C(=O)N1CCCC(Nc2ccc(F)c(F)c2)C1 (stereo not given)
-3	CC(=O)c1ccc(NC(=O)Nc2ncn(Cc3cccc(C)c3)n2)cc1
1	COc1ccccc1NC(=O)CCN1C(=O)c2ccccc2S1(=O)=O
-73	COc1cccc(-c2nc(=S)c3c(o2)CCCC3)c1
14	COc1cc(C(=O)Nc2cccc3cccnc23)cc(OC)c1OC

A second format for part of the listing above.
smiles | CD40 NFkB inh
CC(C)N1CCOC1c1ccccc1 (stereo not given) | 0
O=C(CCCN1CC=C(n2c(=O)[nH]c3ccccc32)CC1)c1ccc(F)cc1 | -6
CSc1nc2nccc(/C=C\c3ccccc3)n2n1 | 3
CCOC(=O)c1c(C)c(C(=O)OCC)n(C)c1C | 0
Cc1nnsc1C(=O)N1CCCC(Nc2ccc(F)c(F)c2)C1 (stereo not given) | -19
CC(=O)c1ccc(NC(=O)Nc2ncn(Cc3cccc(C)c3)n2)cc1 | -3
COc1ccccc1NC(=O)CCN1C(=O)c2ccccc2S1(=O)=O | 1

The list continues.
CD40 NFkB inh	Compound
9	O=c1ccnc2n1COCS2
-2&-32[25 µM]	O=C(Nc1ccc(F)cc1)N1[C@@H]2CNC[C@H]1C2c1ccc(/C=C/c2ccccc2)cc1 (stereo not given in full)
11	COc1cccc(COC(=O)C2CCN(C(=O)c3ccc(F)cc3)CC2)c1OC
5	Cc1noc(C)c1S(=O)(=O)N1CCCC(C(=O)NC2CCCCC2)C1 (stereo not given)
1[25 µM]	COc1ccc2c3c([nH]c2c1)[C@H](CO)N(C(C)=O)CC31CN(Cc2ccccc2Cl)C1
-27[25 µM]	OC[C@@H]1[C@@H](c2ccc(C#Cc3ccccc3F)cc2)[C@@H]2CN(CC3CCOCC3)CCCCN12
6	CC(=O)c1c(C(C)=O)c(C)n(NC(=O)c2cccnc2)c1C
5[25 µM]	COc1ccc(S(=O)(=O)Nc2cccc3c2O[C@@H](CN(C)CC2CCCCC2)[C@@H](C)CN([C@H](C)CO)C3=O)cc1
6[25 µM]	CO[C@@H]1CC[C@@H]2CCOc3c(C#N)cccc3C(=O)N(C)C[C@@H](c3ccccc3)CC(=O)N(C)C[C@H]1O2
6	Fc1ccc(CSc2nnc(-c3cc4c(s3)-c3ccccc3CC4)o2)cc1
16	COc1cccc(NC(=O)C[C@@H]2CC[C@@H]3[C@H](COc4ccc(NC(=O)C5CCC5)cc4C(=O)N3C)O2)c1
3[25 µM]	O=C(NC1CCCCC1)[C@@H]1[C@@H](CO)[C@@H]2Cn3c(cccc3=O)[C@@H]2N1C(=O)CC1CC1
42[25 µM]	C[C@@H]1CN([C@H](C)CO)C(=O)c2cc(NS(=O)(=O)c3cccs3)ccc2O[C@@H](C)CCCCO[C@@H]1CN(C)Cc1ccc(Cl)c(Cl)c1
0	Cc1ccc(Sc2ccc(CN3CCCC3)cc2[N+](=O)[O-])cc1
9	Cc1ccccc1C(=O)NC1CCN(Cc2nnnn2C(C)(C)C)CC1
-6[25 µM]	O=C(NCC1CC1)[C@H]1[C@H](CO)[C@H]2Cn3c(ccc(-c4ccncc4)c3=O)[C@@H]1N2Cc1nccs1
13[25 µM]	O=C(C1CCCC1)N1[C@@H](CO)[C@@H](c2ccccc2)C12CN(Cc1ccc(F)cc1)C2
-4	O=c1c2ccccc2nnn1Cc1cccc2ccccc12
8	Cc1ccc(C)c(NC(=O)CN(C)C(=O)/C=C/c2ccco2)c1
5	O=C(NCCCn1ccnc1)C1CC2CCC1C2 (stereo not given)
-2	O=C1c2cccc3cccc(c23)C(=O)N1c1ccccn1
9	CCOC(=O)C1=C(COC(=O)c2ccc(Cl)cc2[N+](=O)[O-])NC(=O)NC1C (stereo not given)
-5	Cc1ccc(C(=O)Nc2ccccn2)cc1S(=O)(=O)N1CCOCC1
6	Cc1nn(C)cc1S(=O)(=O)Nc1ncccn1
-2	O=C(COc1ccc(OCc2ccccc2)cc1)NN=C1CCCC1

The closing 3 compounds of the section above are carried over, then new ones follow.
CD40 NFkB inh	Compound
-5	Cc1ccc(C(=O)Nc2ccccn2)cc1S(=O)(=O)N1CCOCC1
6	Cc1nn(C)cc1S(=O)(=O)Nc1ncccn1
-2	O=C(COc1ccc(OCc2ccccc2)cc1)NN=C1CCCC1
3	COc1cccc2sc(=NC(=O)CCS(=O)(=O)c3ccc(C)cc3)n(C)c12
5	COc1ccccc1OC(C)C(=O)Nc1ccccc1C(=O)NCC1CCCO1 (stereo not given)
-19	Cc1ccc(-n2cc(CNCCc3ncc(C)[nH]3)c(-c3ccc(F)cc3)n2)cc1
7	CCN(CCNC(=O)C1CCCN(S(=O)(=O)c2cnc[nH]2)C1)c1ccccc1 (stereo not given)
?	FC(F)(F)c1nnc2c(Sc3ccccn3)nc3ccccc3n12
12	C(/CCc1ccccc1)=N\n1cnnc1
-47	Oc1ccccc1-c1nc(NCCN2CCOCC2)c2ccccc2n1
17	Cc1ccc2c(C(=O)N3CCN(c4ccccc4)CC3)cc(-c3cccnc3)nc2c1C
-8	CC1(c2ccc3c(c2)OCCO3)NC(=O)N(CC(=O)Nc2ccccc2SCC#N)C1=O (stereo not given)
-38	Cc1nc(N)[nH]c(=O)c1CCCNc1ccc(CCC2(CCl)OCCO2)cc1
16	CCOC(=O)c1c(C)[nH]c(C(=O)COC(=O)c2[nH]c(C)c(C(C)=O)c2C)c1C
-39	Cc1nnc(NC(=O)c2ccc(N3CCCC3=O)cc2)s1
-2	CN1CCN(C(=O)c2ccc(-n3cccn3)nc2)CC1
-1[25 µM]	C[C@H]1CN([C@@H](C)CO)C(=O)c2c(c3ccccc3n2C)-c2ccccc2CO[C@@H]1CN(C)C(=O)Nc1ccc(F)cc1
14	O=C(Nc1ccc(N2CCOCC2)cc1)c1cccc(S(=O)(=O)N2CCCCCC2)c1
11	COc1ccc(NS(=O)(=O)c2cccc(C(=O)NCC(c3ccco3)N3CCCCC3)c2)cc1 (stereo not given)
-9	O=C1CC(C(=O)Nc2ccc(Cl)cc2)n2ncnc2N1 (stereo not given)
-1	O=C(c1ccc(OC2CCN(Cc3ccccn3)CC2)cc1)N1CCCCCC1
-30	COC(=O)c1ccc(CSc2ccc3nnc(-c4ccccc4)n3n2)o1
-90	Cc1ccc(-c2nc(COC(=O)c3c(C)noc3C)cs2)cc1
-6	COC(=O)c1ccc(NC(=O)COc2coc(CN3CCc4ccccc43)cc2=O)cc1
-29	CN(CC(=O)Nc1cccc(F)c1)C(=O)c1ccc(N2CCCCC2)c([N+](=O)[O-])c1
-5	Cc1ccc(C2=NNC(=O)C(c3c[nH]c4ccccc34)C2)cc1 (stereo not given)
3	Cc1ccc(S(=O)(=O)NCCSc2ncccn2)cc1
9	CC(C)(C)c1cc(C(=O)NCc2ccco2)ccn1

Pulled by compound from the entries so far, two records:
CD40 NFkB inh	Compound
-6	COC(=O)c1ccc(NC(=O)COc2coc(CN3CCc4ccccc43)cc2=O)cc1
-9	O=C1CC(C(=O)Nc2ccc(Cl)cc2)n2ncnc2N1 (stereo not given)

(listing goes on)
CD40 NFkB inh	Compound
10	CS(=O)(=O)N(CCC(=O)O)Cc1ccccc1
18	CCCCNC(=O)C1(C)CCCCN1C(=O)c1cc2ccccc2s1 (stereo not given)
-36	CC(C)C(=O)Nc1sc2c(c1C#N)CCCCC2
-12	O=C(NC1CCCCCC1)c1ccc(S(=O)(=O)NCc2ccco2)cc1
4	CC(C)CCC1(C)NC(=O)N(CC(=O)c2ccc[nH]2)C1=O (stereo not given)
11	CCOC(=O)N1CCC(NC(=O)CN2C(=O)CSc3ncccc32)CC1
10	CC(NC(=O)c1cccnc1)c1ccc2c(c1)OCO2 (stereo not given)
-54	Cc1ccc2c(c1)C1CN(C)CCC1N2C(=O)Nc1ccc(Cl)cc1 (stereo not given)
3	COc1ccc(S(=O)(=O)Cc2ccc(C(=O)NC3CC3)o2)cc1
17	COCCn1c(=NC(C)=O)sc2cc([N+](=O)[O-])ccc21
-9	O=C(COc1ccccc1)NCc1ccc2c(c1)OCO2
2	Cn1ncc(C(N)=O)c1NC(=S)NC(=O)c1ccc(Br)o1
-14[25 µM]	C[C@H]1CN([C@@H](C)CO)C(=O)c2cc(N(C)C)ccc2O[C@@H]1CN(C)C(=O)Nc1cccc2ccccc12
23	COc1ccc(CCCC(=O)O)c(C)c1
15	COCCCn1c2nc3ccccc3nc2c2c(=O)n(CC3CCCO3)cnc21 (stereo not given)
3	COc1ccccc1NC(=O)c1ccc(NC(=O)CN2CCCCC2)cc1
3[25 µM]	Cc1cccc(S(=O)(=O)N2CC[C@@H]3[C@@H](CO)N(C)c4ccc(Br)cc4[C@@H]32)c1
-3	CCOc1cc(N2CCOCC2)c(OCC)cc1NC(=O)c1ccco1
-55	c1ccc(C2=NC(c3ccccc3)CC2)cc1 (stereo not given)
3	Cc1cc(C)c2c(-n3cccc3)c(C(=O)O)sc2n1
0[25 µM]	C/C=C/c1ccccc1[C@H]1[C@@H](C#N)N(C(=O)NC2CCCCC2)[C@H]1CO
